# IL-1B inflam inh: qHTS for Inhibitors of Inflammasome Signaling: IL-1-beta AlphaLISA Primary Screen; THP-1 LPS/ATP IL-1B secretion, AlphaLISA, 16 h; stronger effect = lower value; activity change, % at 57.5 µM; actives 4.7% (n = 360,000); AID 743279, 2014; in the data active = activity change below about -50%; inconclusive = mostly about -30% to -49%; also: % is scaled to controls: 0 for no effect and ±100 for the full control effect
#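 Secreted IL-1B measured by AlphaLISA bead assay after 16 h compound exposure of THP-1 cells; compounds (final up to 57.5 uM) added 1 h before LPS (250 ng/mL) and ATP (1.25 mM) stimulation; lower signal means less secretion.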
# SW480 rerep: A quantitative high throughput screen for small molecules that induce DNA re-replication in SW480 colon adenocarcinoma cells; SW480 DNA re-replication, Hoechst DNA content imaging, 48 h; Potency, µM (top dose mostly 46.1 µM), for inactives: at the top dose re-replication activation, actives largely listed as activators; actives 1.8% (n = 340,000); AID 624297, 2012; also: potency is read from the fitted curve at half-maximal effect; % of control where 0% means no effect; nearly all actives have a fitted effect of over 55% in size
#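 Image-based read-out: total Hoechst fluorescence of nuclei (405 nm excitation, 500-530 nm emission), with hits raising the fraction of high-intensity nuclei. SW480 colon cells incubated 48 hr with compounds at 37 C.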
# GLP1R ag: qHTS of GLP-1 Receptor Agonists; Glucagon-like peptide 1 receptor (Homo sapiens), P43220; HEK293 GLP-1R CRE-luciferase, luminescence, 4-6 h; cells express a hypersensitive GLP-1R form; Potency, µM (titrated, usually from 45.6 µM), inactives show at the top dose activation, hits mostly activators; actives 0.007% (n = 380,000); also: potency is read from the fitted curve at half-maximal effect; % of control where 0% means no effect
# Target sequence (P43220 whole entry, looked up): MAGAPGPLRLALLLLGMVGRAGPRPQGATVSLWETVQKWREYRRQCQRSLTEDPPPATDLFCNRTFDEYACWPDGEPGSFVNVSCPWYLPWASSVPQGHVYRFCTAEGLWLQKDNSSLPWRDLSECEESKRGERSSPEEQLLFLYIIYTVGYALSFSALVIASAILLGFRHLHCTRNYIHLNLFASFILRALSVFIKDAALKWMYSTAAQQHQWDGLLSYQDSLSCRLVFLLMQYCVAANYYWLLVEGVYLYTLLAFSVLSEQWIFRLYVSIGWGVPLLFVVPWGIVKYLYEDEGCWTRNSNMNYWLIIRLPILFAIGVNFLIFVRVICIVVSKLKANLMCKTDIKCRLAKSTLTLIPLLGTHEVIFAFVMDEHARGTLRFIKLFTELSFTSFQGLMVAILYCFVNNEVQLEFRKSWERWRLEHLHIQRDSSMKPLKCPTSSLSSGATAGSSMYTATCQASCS
# HT1080-NT tox: qHTS for induction of synthetic lethality in tumor cells producing 2HG: qHTS for the HT-1080-NT fibrosarcoma cell line; HT-1080-NT fibrosarcoma viability, CellTiter-Glo ATP luminescence, 48 h; Potency, µM (doses to about 46.1 µM), without a hit: at the top dose activity, negative = less viability, most hits filed as cytotoxic; actives 1.6% (n = 360,000); AID 686970, 2013;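 also: NT is the 2HG producing partner of a matched IDH1 knockdown line; potency is read from the fitted curve at half-maximal effect; 0% = DMSO-treated cells and -100% = media-only wells without cells; nearly all actives have a fitted effect of over 55% in size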
#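 Compounds were tested in concentration-response format on HT-1080-NT cells for 48 hours at 37 degrees C. Cell viability came from CellTiter-Glo luminescence; curves were classified by r2, response magnitude and activity.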
# HT1080 IDH1KD tx: qHTS for induction of synthetic lethality in tumor cells producing 2HG: qHTS for the HT-1080-IDH1KD cell line. HT-1080 IDH1 knockdown viability, ATP luminescence, 48 h. Potency, µM (titrated, usually from 46.1 µM), for inactives: at the highest dose activity, negative = toxicity, actives largely listed as cytotoxic. actives 2% (n = 360,000);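 also: potency is read from the fitted curve at half-maximal effect; 0% = DMSO wells and -100% = cell-free medium wells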
#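 IDH1KD HT-1080 cells, 750/well, RPMI + 5% FBS; compound pinned after 2 h settling; 48 h, 37 °C; CellTiter-Glo luminescence; % activity normalised to DMSO and no-cell wells; curves fitted, classed by r2 and efficacy.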
# KB-3-1 cytotox: qHTS assay for MDR1-selective chemotherapeutics: Primary screen using the parental adenocarcinoma cell KB-3-1 | KB-3-1 viability, CellTiter-Glo ATP luminescence, 72 h | Potency, µM (series often up to 46.1 µM), for the others: at the highest dose activity change, negative = cytotoxic, usual class: cytotoxic | actives 1.4% (n = 400,000) | AID 1347075, 2019; also: potency is read from the fitted curve at half-maximal effect; % is scaled to controls: 0 for no effect and ±100 for the full control effect; nearly all actives have a fitted effect of over 60% in size
#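 Luminescent ATP read-out (CellTiter-Glo) measures survival of drug-naive KB-3-1 cells after 72 h compound exposure at 37 °C. Titration series was screened from lowest to highest concentration, with DMSO vehicle plates as background controls.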
# KB-V1 cytotox: qHTS assay for MDR1-selective chemotherapeutics: Primary screen using the drug-selected MDR subline cells KB-V1. actives 3.4% (n = 400,000). KB-V1 MDR cells viability, CellTiter-Glo, 72 h. AID 1347076, 2019. Potency, µM (titrated, usually from 46.1 µM), inactives show top-dose activity change, negative = cytotoxicity, usual class: cytotoxic; also: potency is read from the fitted curve at half-maximal effect; % is scaled to controls: 0 for no effect and ±100 for the full control effect; nearly all actives have a fitted effect of over 60% in size
#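 Luminescent ATP read-out (CellTiter-Glo, 10 min) measures survival of drug-selected KB-V1 MDR cells after 72 h, 37 degrees C compound exposure. Medium: phenol-red-free DMEM, 10% FBS. Values from fitted concentration-response curves.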
# D3 antag: qHTS of D3 Dopamine Receptor Antagonist: qHTS. D(3) dopamine receptor (Homo sapiens), P35462. D3R cells, DiscoveRx beta-arrestin luminescence, antagonist mode; stronger effect = lower value. max response, negative = inhibition, %. actives 2.5% (n = 360,000). AID 652054, 2013; in the data active = max response below about -50%; inconclusive = no clear call, values can overlap the other calls; also: % is scaled to controls: 0 for no effect and ±100 for the full control effect; mostly tested at two doses, the higher about 12 µM
# Target sequence (P35462 whole entry, looked up): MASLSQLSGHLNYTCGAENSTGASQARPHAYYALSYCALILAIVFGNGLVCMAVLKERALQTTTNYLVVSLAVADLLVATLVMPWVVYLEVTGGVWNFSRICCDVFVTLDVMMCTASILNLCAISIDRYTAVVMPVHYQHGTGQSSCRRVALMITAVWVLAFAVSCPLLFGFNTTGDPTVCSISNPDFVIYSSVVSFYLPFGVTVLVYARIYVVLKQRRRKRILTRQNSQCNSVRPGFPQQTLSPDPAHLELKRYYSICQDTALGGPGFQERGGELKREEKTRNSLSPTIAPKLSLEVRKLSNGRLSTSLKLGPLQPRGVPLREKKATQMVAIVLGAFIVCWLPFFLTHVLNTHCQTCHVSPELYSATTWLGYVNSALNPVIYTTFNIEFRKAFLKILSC
#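 Cells expressing the human receptor were seeded at 1500 cells/well, incubated overnight at 37 degrees C in 5% CO2, then exposed to library compounds with dopamine controls for 90 minutes at 37 degrees C before luminescent detection.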
# DRD3 agonist: qHTS of D3 Dopamine Receptor Agonist: qHTS. D(3) dopamine receptor (Homo sapiens), P35462. D3R DiscoveRx beta-arrestin cells, luminescence, 90 min. max activation, %. actives 0.58% (n = 410,000); in the data active = max activation above about 30%; also: 0% is about no effect; mostly tested at two doses, the higher about 12 µM
#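 Agonist-mode cell screen: cells plated at 1500/well and incubated overnight at 37 °C, then exposed to library compounds for 90 min at 37 °C. Detection reagent was added for 30–60 min at room temperature, and luminescence was read.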
# The depositor's hits bear a star; ? = inconclusive; · = not tested or not shown; & = joins results of further samples; ! = repeats disagree; [ ] = remark or other dose. Unless noted, calls follow the shape of the dose curve; as a rule, active = well fitted curve in the direction sought with a large enough effect; inconclusive = small, poorly fitted or top-dose-only effect, or another doubt; inactive = no such curve, though single readings can be large; an effect the other way counts as inactive or inconclusive.
canonical_smiles	KB-V1 cytotox	KB-3-1 cytotox	D3 antag	HT1080 IDH1KD tx	GLP1R ag	SW480 rerep	HT1080-NT tox	DRD3 agonist	IL-1B inflam inh
Nc1cc(N)nc(SCC(=O)N2CCN(C(=O)c3ccco3)CC2)n1	13%	-3%	11	-2%	0%	6%	-7%	-3	20
C=Cc1cc2c(cc1O)CCC1C2CCC2(C)C(O)CCC12 (centres undefined)	?	18µM*	?	?	1%	?	?	0	?
COC(=O)[C@]12CCCCC=C1N(CCC1=CCCCC1)C(=O)[C@H](CC(=O)N1CCN(C(=O)c3ccco3)CC1)C2	17%	17%	3	-17%	5%	·	-14%	-3	-15
COC(=O)CSc1nsc(SCC(=O)OC)c1C#N	-16%	0%	-27	?	0%	?	0%	-8	-100*
O=C(NCC1CCCO1)c1cn(Cc2ccccc2)nc1-c1ccc(Cl)cc1 (centres undefined)	-13%	-18%	4	-5%	-1%	-3%	-4%	1	-15
COc1ccc(-n2c(Cc3cccn3C)nnc2SCC(=O)Nc2ccccc2C)cc1	-20%	9%	-7	1%	16%	-1%	0%	0	-20
CC(=O)NCCc1cc2cc(C)c(C)cc2[nH]c1=O	-18%	8%	-2	12%	-8%	0%	1%	0	8
Cc1cc(C)n(CCNC(=O)[C@H]2O[C@@H](n3ccc(=O)[nH]c3=O)[C@H](O)[C@@H]2O)n1	-10%	0%	12	0%	4%	·	20%	0	-24
Cc1cc(N2CCN(C)CC2)nc2ccc(NC(=O)c3cccnc3Cl)cc12	0%	-3%	0	-1%	15%	1%	-5%	-1	-21
O=C(c1cc(S(=O)(=O)N2CCOCC2)ccc1Cl)N1CCC(Cc2ccccc2)CC1	?	0%	10	-24%	-6%	-4%	-8%	3	-2
S=C(NCc1ccccn1)Nc1ccccc1Cl	-15%	-2%	-19	18%	0%	4%	19%	-10	-6
COC(=O)c1cc(-c2ccccc2)n(CCN)c1C	5%	7%	-5	-1%	3%	2%	0%	-2	-14
COc1ccccc1CCC(=O)Nc1cc(S(=O)(=O)N2CCOCC2)ccc1N1CCCC1	11%	-6%	3	7%	11%	-87%[inhibitor]	8%	-3	-24
O=C1Nc2ccccc2N(O)N1c1cc(-c2cccc(Cl)c2)no1	-6%	6%	-11	9%	-7%	-5%	-1%	0	11
Cn1nnnc1SCc1cn2cccnc2n1	11%	0%	-14	13%	-18%	-1%	5%	1	15

# (listing goes on)
canonical_smiles	KB-V1 cytotox	KB-3-1 cytotox	D3 antag	HT1080 IDH1KD tx	GLP1R ag	SW480 rerep	HT1080-NT tox	DRD3 agonist	IL-1B inflam inh
CCOC(=O)c1ccc(NS(=O)(=O)c2cc(Br)cc3c2N(C(C)=O)C(C)C3)cc1 (centres undefined)	3%	?	·	·	-1%	·	·	-9	·
O=C1CC(SCc2nc3ccccc3[nH]2)C(=O)N1c1ccc(F)c(Cl)c1 (centres undefined)	15%	1%	-20	2%	-10%	-16%	3%	-2	9
COc1cc2ccccc2cc1C(=O)Nc1cc(C)ccn1	-15%	-3%	22	-17%	26%	?	-14%	18	-57*
Cc1ccc(NC(=O)COc2ccccc2C=O)cc1Cl	0%	-5%	-26	-20%	14%	-85%[inhibitor]	-29%	-8	15
CCC/C=C1/CCCOC(C(=O)NCc2ccccc2)(C(F)(F)F)C1 (centres undefined)	-20%	0%	-2	-5%	5%	6%	1%	2	0
COC(=O)c1c(C)oc2ccc(OC(=O)c3cccs3)cc12	-3%	3%	3	15%	2%	-15%	?	-1	-10
CCN(Cc1ccncc1)Cc1cn[nH]c1-c1cc(OC)c(OC)c(OC)c1	-1%	-14%	0	-4%	0%	7%	-3%	-6	26
COc1cc(NC(=S)Nc2ccc(N(C)C(C)=O)cc2)cc(OC)c1	-3%	-7%	-24	4%	0%	17%	-2%	-10	-11
CCNc1nnc(SCC(=O)c2cc(C)n(C3CC3)c2C)s1	4%	13%	-2	-4%	10%	-9%	-4%	-5	-13
COc1ccc(-c2oc3ccc(-c4cc(OC)c(OC)c(OC)c4)cc3c2-c2ccc(OC)nc2)cc1	2%	-17%	7	-22%	-1%	3%	-9%	-7	-4
O=C(OCc1nnc(-c2ccc(Br)cc2)o1)c1cncc(Br)c1	-4%	0%	-12	28%	3%	-9%	27%	-4	16
COC(=O)Cn1c(CN2CCN(C(=O)c3ccco3)CC2)nc2c1c(=O)n(C)c(=O)n2C	?	20%	3	1%	-5%	-33%[inhibitor]	-2%	3	54
CCOC(=O)N1CCN(C(=O)CN2C(=O)NC(C)(c3ccc4ccccc4c3)C2=O)CC1 (centres undefined)	2%	-7%	-5	-1%	1%	1%	-11%	-2	3
N#Cc1cccc(NC(=O)COC(=O)c2cc(S(=O)(=O)Nc3ccccc3Cl)ccc2O)c1	-13%	17%	-2	-8%	-13%	2%	-4%	2	-22
CCCC1=NN(c2ccc([N+](=O)[O-])cc2)C(=O)/C1=C/N(C)C	19%	13%	-15	5%	-14%	-1%	-1%	5	17

# Next section.
canonical_smiles	KB-V1 cytotox	KB-3-1 cytotox	D3 antag	HT1080 IDH1KD tx	GLP1R ag	SW480 rerep	HT1080-NT tox	DRD3 agonist	IL-1B inflam inh
NC(=NCCc1c[nH]c2ccccc12)NC(=O)c1ccc(F)cc1	2%	4%	-27	?	8%	-2%	-27%	-14	-63*
COc1ccc(C)cc1-n1ccn(CC(=O)Nc2ccc(Br)cc2F)c(=O)c1=O	8%	0%	3	6%	0%	-3%	4%	5	16
Oc1ccc(Cl)cc1CNn1cnnc1	7%	7%	14	4%	4%	-4%	15%	1	1
CCC(=O)c1ccc(OCC(=O)NC2CCN(Cc3ccccc3)CC2)cc1	-27%	-23%	-5	1%	-3%	-5%	-10%	-18	21
CC(=O)NC1(C(F)(F)F)C(=O)Nc2c1c(=O)[nH]c(=O)n2CC(C)C (centres undefined)	?	9%	-5	3%	0%	-11%	18%	5	43
Cc1cccc(CSC2=NN3CCCC(=O)N=C3S2)c1	-9%	-8%	-10	-14%	8%	-2%	-10%	3	5
CN(CC(=O)Nc1ccc(Cl)cc1)CC(=O)Nc1ccc(F)c(F)c1F	-18%	-6%	22	?	7%	0%	?	-16	-60*
COc1cccc(OCC(O)CN2CCN(c3ccc(Cl)cc3)CC2)c1 (centres undefined)	-2%	1%	-5	-10%	-1%	-4%	-15%	-1	-13
CC(Nc1cccc(C(=O)NC2CC2)c1)c1nnc(-c2ccccc2)o1 (centres undefined)	?	32%	-11	10%	11%	5%	1%	-6	-10
CCCNC(=O)/C(=C/c1cn(S(=O)(=O)N(C)C)c2ccccc12)NC(=O)c1ccc(OC)cc1	5%	4%	4	6%	2%	-24%	9%	0	-14
CCN(CC)c1ccc(NC(=O)CCS(=O)(=O)c2ccc(Br)cc2)c(C)c1	-4%	4%	2	-2%	14%	-8%	12%	0	13
c1ccc2c(N3CCOCC3)nc(N3CCOCC3)nc2c1	-7%	0%	-12	-27%	7%	-18%	0%	-14	-3
C=C(C)CSc1nnc(-c2ccc(OC)cc2)n1N	-18%	-1%	8	4%	1%	-13%	11%	3	0
NNC(=O)Cn1nc2n(c1=O)-c1ccccc1SC2	10%	-1%	-8	-1%	0%	-116%[inhibitor]	-3%	-9	-7
O=C(CCCn1c(SCc2cccc([N+](=O)[O-])c2)nc2ccccc2c1=O)NCC1CCCO1 (centres undefined)	-1%	1%	-9	?	-1%	?	?	8	?

# Next section
canonical_smiles	KB-V1 cytotox	KB-3-1 cytotox	D3 antag	HT1080 IDH1KD tx	GLP1R ag	SW480 rerep	HT1080-NT tox	DRD3 agonist	IL-1B inflam inh
O=S(=O)(c1cccc(C(F)(F)F)c1)N(CCCN1CCOCC1)Cc1cccs1	?	-7%&3%	-80*!	-6%&1%	1%&0%	-4%&-6%	-1%&1%	-19&-23	-11&-2
CCOc1ccc(S(=O)(=O)NCCC(=O)N2CCN(Cc3ccccc3)CC2)cc1	?	-10%	7	-12%	-4%	0%	4%	4	0
CCOC(=O)c1ccccc1NC(=O)CN(c1ccccc1C)S(C)(=O)=O	0%	-3%	-10	-4%	8%	-14%	2%	8	13
Cc1cc(Cl)nc(Cl)c1C(=O)N1CCOCC1	4%	0%	-9	7%	-4%	2%	15%	2	-4
CC(CCc1ccccc1)NS(=O)(=O)c1ccccc1 (centres undefined)	2%	18%	7	-9%	2%	-1%[9.22 µM]	-14%	0	3
CC(Nc1cccnc1)=C(C#N)C#N	?	-13%	7	3%	0%	8%	8%	-1	1
CN(Cc1ccc(Cl)s1)C(=O)CCl	?	?	?	8.2µM*	-12%	?	21µM*	-5	-106*
Cc1cc(=O)oc2cc(OCC(=O)Nc3nnc(C(C)C)s3)ccc12	15%	15%	-9	17%	1%	0%	25%	0	28
Nc1ccc(CNC(=O)OCC2c3ccccc3-c3ccccc32)cc1	?	0%	33	-7%	24%	14%	0%	12	-11
N#Cc1ccc(C(=O)CSc2n[nH]c(=O)n2Cc2ccco2)cc1	7%	2%	7	3%	-1%	-11%	3%	-4	21
Cc1ccc(NC(=O)CCn2cccc2)cc1Cl	5%	3%	26	7%	0%	?	1%	-4	?
CCCCNC(=O)C1(C)CCCCN1Cc1ccc2ccccc2c1 (centres undefined)	?	?	0	?	-7%	·	-29%	-9	0

# Source: PubChem BioAssay
